Bioassay records from PubChem BioAssay.
ADAM17 inh: ADAM17 inhibition, QFRET primary screen; P78536; recombinant ADAM17, EDANS/DABCYL FRET peptide cleavage; inhibition, % at 6.95 µM; actives 0.83% (n = 370,000); AID 720648;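 active = inhibition above the mean of compounds lying between control limits plus 3 SD, set per campaign, cut at about 8.5% in these data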;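 also: 0% = DMSO-only wells as the low control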
hgDAF-12 ag: activates the H. glycines DAF-12 receptor ligand-binding domain; HEK293 GAL4-hgDAF12 UAS-luciferase reporter, agonist luminescence; normalized to butyrate control; activation, % at 6.8 µM; actives 1.8% (n = 370,000); AID 687014;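 active = activation above a cutoff set at the mean of all screened compounds plus 3 SD, cut at about 10% in these data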;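 also: 0% = DMSO wells and 100% = sodium butyrate wells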
DAX1 inh-1: blocks DAX1 repression of SF-1 activated StAR promoter; HEK293T StAR-luciferase reporter, SF-1/DAX-1 repression relief; inhibition, % at 6.8 µM; actives 1.1% (n = 370,000); AID 652010;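 active = inhibition above the mean over all tested compounds plus 3 SD, cut at about 3.6% in these data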;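 also: 0% = DAX-1 cells with DMSO and 100% = cells lacking DAX-1 with DMSO; higher inhibition means more luminescence from relief of DAX-1 repression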
PLCg1 inh: inhibitors of human phospholipase C gamma1. P19174. purified PLC-gamma1, fluorogenic substrate, fluorescence. inhibition, % at 12.2 µM. actives 0.84% (n = 370,000); in the data active = inhibition above about 9.5%
sPLA2-III inh: Blocks human group III sPLA2 activity; Q9NZ20; QFRET BODIPY PC-A2 liposome hydrolysis, fluorescence; AID 743126; actives 0.56% (n = 370,000); inhibition, % at 12.2 µM;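 active = inhibition above mean plus 3 SD of compounds lying within the high and low control bounds, cut at about 19% in these data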;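 also: 0% = median of test compound wells and 100% = no enzyme DMSO wells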
ssDAF12 agonist: activators of S. stercoralis DAF-12 nuclear receptor; actives 1% (n = 370,000); activation, % at 6.8 µM; HEK293 ssDAF-12/GRIP1 lit1-tk-luc reporter, luminescence; % of 3 µM dafachronic acid response; AID 652126;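 active = activation above the mean over all tested compounds plus 3 SD, cut at about 0.9% in these data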;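 also: 0% = DMSO-only wells and 100% = 3 µM delta7-dafachronic acid wells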
DAX1 inh-2: inhibits human nuclear receptor DAX1; P51843; inhibition, % at 6.75 µM; actives 0.99% (n = 340,000); HEK293 Gal4-DAX1 luciferase reporter, luminescence; AID 504766;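 active = inhibition above the mean over all tested compounds plus 3 SD, cut at about 4.2% in these data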;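 also: 0% = DAX1-transfected cells with DMSO and 100% = empty-vector control cells with DMSO; inhibition shows as a rise in luminescence from relieved DAX1 repression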
hcDAF-12 act: activates DAF-12 receptor from parasite H. contortus | activation, % at 6.8 µM | actives 1.4% (n = 370,000) | AID 652067 | HEK293 hcDAF-12 lit1-tk-luc reporter, luminescence; 0% DMSO, 100% Δ7-dafachronic acid;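 active = activation above the mean of all tested compounds plus 3 SD, cut at about 5.5% in these data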;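 also: 100% = response to 3 µM Δ7-dafachronic acid high control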
PLC-beta3 inh: blocks human PLC-beta3 enzyme activity; Q01970; Purified PLC-beta3, fluorogenic substrate, fluorescence; inhibition, % at 12.2 µM; actives 0.18% (n = 370,000); in the data active = inhibition above about 11%;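 also: 0% = median of compound wells on plate and 100% = full blocker control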
Target sequence (Q01970 whole entry, looked up): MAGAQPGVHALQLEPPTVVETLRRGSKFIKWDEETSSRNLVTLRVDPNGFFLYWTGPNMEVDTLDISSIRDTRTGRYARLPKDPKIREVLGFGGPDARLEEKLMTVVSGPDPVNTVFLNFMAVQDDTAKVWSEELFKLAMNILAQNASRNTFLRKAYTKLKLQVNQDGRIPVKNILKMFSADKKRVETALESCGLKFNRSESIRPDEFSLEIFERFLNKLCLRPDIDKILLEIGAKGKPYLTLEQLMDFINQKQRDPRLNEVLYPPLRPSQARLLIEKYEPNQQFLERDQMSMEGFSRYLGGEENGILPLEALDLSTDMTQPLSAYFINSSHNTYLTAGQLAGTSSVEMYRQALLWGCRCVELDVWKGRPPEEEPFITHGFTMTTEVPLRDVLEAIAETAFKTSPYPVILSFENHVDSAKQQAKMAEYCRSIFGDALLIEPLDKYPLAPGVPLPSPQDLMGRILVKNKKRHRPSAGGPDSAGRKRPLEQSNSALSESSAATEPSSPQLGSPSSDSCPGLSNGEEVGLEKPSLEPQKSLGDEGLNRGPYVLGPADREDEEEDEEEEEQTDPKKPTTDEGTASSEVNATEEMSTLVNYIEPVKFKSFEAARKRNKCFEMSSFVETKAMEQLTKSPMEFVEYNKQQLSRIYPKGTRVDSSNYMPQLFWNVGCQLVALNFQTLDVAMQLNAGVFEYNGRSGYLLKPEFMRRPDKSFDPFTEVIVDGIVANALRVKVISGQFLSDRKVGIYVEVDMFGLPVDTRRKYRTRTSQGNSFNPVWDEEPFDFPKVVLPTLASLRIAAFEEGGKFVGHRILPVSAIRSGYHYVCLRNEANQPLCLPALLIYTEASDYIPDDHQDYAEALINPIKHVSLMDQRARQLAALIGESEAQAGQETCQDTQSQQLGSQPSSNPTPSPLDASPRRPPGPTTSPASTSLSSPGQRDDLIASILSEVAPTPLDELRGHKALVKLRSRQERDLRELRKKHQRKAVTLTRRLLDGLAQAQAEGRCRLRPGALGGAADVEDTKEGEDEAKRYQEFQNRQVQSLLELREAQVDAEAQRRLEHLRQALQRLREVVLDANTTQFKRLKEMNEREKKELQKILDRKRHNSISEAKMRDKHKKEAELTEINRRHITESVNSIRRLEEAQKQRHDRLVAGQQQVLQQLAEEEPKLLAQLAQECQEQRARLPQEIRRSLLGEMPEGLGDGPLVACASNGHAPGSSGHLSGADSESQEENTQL
FXN GAA850 act: activators of GAA850 frataxin (FXN) promoter; AID 540364; actives 0.56% (n = 360,000); HEK293 lucGAA850 FXN promoter luciferase reporter, 24 h; percent of 10 µM SAHA response; activation, % at 6 µM;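 active = activation above the average of all compounds screened plus 3 SD, cutoff fixed separately per campaign, cut at about 7.5% in these data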;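 also: 0% = DMSO wells and 100% = 10 µM SAHA wells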
ADAM10 inh: inhibitors of human ADAM10 | O14672 | recombinant ADAM10, EDANS/DABCYL FRET peptide cleavage, 3 h | inhibition, % at 7 µM | actives 0.62% (n = 370,000) | AID 720582;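 active = inhibition above a per-campaign cutoff equal to the mean of compounds falling between control-based bounds plus 3 SD, cut at about 20% in these data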;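 also: 0% = DMSO wells while the 100% control is not disclosed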
Numbers without * were called inactive; i = inactive; · = not tested or not shown.

The line under a structure holds: hcDAF-12 act	hgDAF-12 ag	PLCg1 inh	sPLA2-III inh	DAX1 inh-2	ADAM17 inh	FXN GAA850 act	ADAM10 inh	DAX1 inh-1	PLC-beta3 inh	ssDAF12 agonist
CCN(CC)C(=O)O[C@H]1CC[C@@]23CCCN2C(=O)CCC[C@H]3[C@H]1C
→ -1.7	-1.3	-2	10	·	-3	·	-2	·	4	-1.0
Cc1ccc(-c2cc(C(F)F)n3ncc(C(=O)NN4CCCCC4)c3n2)cc1
→ -0.2	3.6	0	1	-1.7	2	2.1	6	-1.1	-4	-1.4
COc1ccccc1-c1oc2ccccc2c1C#CC1(O)CCCCC1
→ 0.7	1.6	-51	-14	2.2	-44	1.3	-155	0.7	-71	-1.2
CCCOc1ccccc1Cn1c(=O)oc2ccc(C)cc21
→ -3.3	-0.6	-1	4	1.5	-2	-1.9	1	-0.1	0	-1.7
CCCN1CCCCC(NC(=O)COCc2ccccc2)C1=O (configuration not stated)
→ 0.1	0.8	1	17	·	-5	·	-2	0.7	0	-0.7
CCN(c1ccccc1)S(=O)(=O)c1ccc(OC)c(NC(=O)Cn2cnc3c2c(=O)n(C)c(=O)n3C)c1
→ 0.1	-2.7	2	-6	-0.3	0	-0.3	4	-0.1	1	-1.6
CCNc1nc(NCC)n2c(SCC(=O)O)nnc2n1
→ -1.3	2.4	2	1	0.4	-5	-0.3	-8	-0.4	1	-1.6
CC1N(C)c2cc(NC(=O)c3cccs3)c(P(=O)(Nc3ccc([N+](=O)[O-])cc3)N3CCOCC3)cc2C1(C)C (configuration not stated)
→ -0.7	6.3	1	4	-0.5	6	-0.2	-6	1.0	1	-0.9
CC(C)CC(=O)Nc1ccc(S(=O)(=O)N2CCCC2)cc1
→ 2.5	0.5	2	-3	-0.2	1	0.3	5	0.4	-3	-0.9
COC(=O)c1ccc(NC(=O)Cn2nc(C(=O)Nc3ccc(C)cc3)ccc2=O)cc1
→ 0.5	4.1	0	-2	-0.6	3	-1.0	1	-2.1	9	-0.6
Cc1ccc(C)c(NC(=O)CN2C(=O)NC(C)(c3ccc4c(c3)OCCO4)C2=O)c1 (configuration not stated)
→ 0.6	-1.2	2	0	0.0	-8	1.9	-6	-0.6	-4	-0.7
COc1cc(C)ccc1OCC(=O)Nc1nnc(C2CC2)s1
→ -0.1	2.2	9	13	0.2	-7	-1.4	-11	-0.3	-10	-0.4
O=C(Cn1cc(COC(=O)c2c3ccccc3cc3ccccc23)nn1)c1ccc(O)cc1
→ -0.4	-3.2	i	-42	·	-71	·	-237	-1.0	i	-0.3
CCCCCCCCN1C(=O)[C@H](CC(=O)N2CCCCC2)C[C@@]2(C(=O)OC)CCCCC=C12
→ -1.4	-1.3	0	-4	·	-2	·	2	0.0	-4	-0.6
CC(C)CCNC(=O)CN(CC1CCCO1)C(=O)CCC(=O)Nc1nccs1 (configuration not stated)
→ -1.2	0.8	-2	0	0.2	-5	0.5	-5	0.4	-2	-1.1
O=C(C=Cc1ccccc1)NCCNC(=O)C=Cc1ccccc1
→ -1.0	1.7	1	-4	0.0	-4	-1.3	2	-0.5	4	-0.6
C=C1CCC[C@]2(C)C[C@H]3OC(=O)C(CN(C)CC(OC)OC)[C@H]3CC12 (some centres not stated)
→ 0.9	-5.0	2	1	-2.0	1	-2.1	2	-1.1	-7	-1.2
Cc1ccc(-c2csc(NS(=O)(=O)c3cccc(F)c3)n2)o1
→ 1.4	3.6	-26	-3	-0.6	-2	2.9	-6	0.2	-47	-1.0
O=C(NNC(=S)NCc1ccc(Cl)cc1)c1cccnc1
→ -0.3	1.0	-1	10	0.0	1	-1.7	0	0.9	-10	-0.8
C[C@H](CO)N1C[C@H](C)[C@@H](CN(C)C(=O)Nc2ccc3c(c2)OCCO3)OCc2cn(nn2)CCCC1=O
→ -0.5	4.0	-3	5	·	-2	·	-10	0.7	-21	-1.3
O=C(NCCc1ccccc1)c1ccc(CS(=O)(=O)c2ccc(Cl)cc2)o1
→ -2.4	0.0	0	-6	-1.4	-5	-0.2	-7	-0.3	-7	-0.1
COc1cccc(S(=O)(=O)N(C)C[C@@H]2Oc3ncc(C#CCN(C)C)cc3C(=O)N([C@H](C)CO)C[C@H]2C)c1
→ -1.0	0.4	-3	2	1.0	3	-0.5	-7	-0.9	-7	-1.2
O=C(COc1ccccc1)Nc1ccc([N+](=O)[O-])cc1
→ -0.4	-0.3	9	8	1.0	7	-1.5	4	-0.2	10	-1.6
COc1ccc(C(=O)Nc2ccc(N3CCCCCC3)cc2)cc1S(=O)(=O)N1CCOCC1
→ -5.2	-6.3	-24	8	-1.6	8	-2.3	12	-4.1	-30	-2.0
CCCCN(C)C(=O)c1sc(=O)n(CC(=O)c2ccccc2OC)c1C
→ -0.4	6.2	-1	4	·	-5	-1.1	-14	-0.3	-4	-1.6
CCn1cc(C(=O)O)c(=O)c2cc(F)c(N3CCN(C(=S)NC(=O)c4ccc(F)c(F)c4)CC3)cc21
→ -0.8	-0.5	-21	0	0.6	-20	0.1	-63	-1.1	-22	-1.2
COc1cccc(NC(=O)Nc2ccc(CC(=O)O)cc2)c1
→ -1.0	-5.2	0	2	-0.3	0	-1.4	-8	-0.4	-3	-1.0
COc1ccc(O)c(-c2cn[nH]c2-c2cccs2)c1
→ -0.7	-1.4	2	-4	-0.3	-3	-1.4	4	-1.3	-2	-1.1
Cc1ccc(Nc2c(O)nc[nH]c2=O)cc1C
→ -0.7	0.2	4	8	1.1	-5	-0.3	-3	0.1	2	-1.3
O=C(Nc1ccc2c(c1)OCCO2)C1CCCN(S(=O)(=O)c2cccnc2)C1 (configuration not stated)
→ -3.1	-1.7	-1	-1	-2.2	0	0.1	-2	-0.7	6	-0.4
CCC(CO)Nc1cccc2c1S(=O)(=O)N(Cc1cn(Cc3ccc(F)cc3)nn1)Cc1ccccc1O2 (configuration not stated)
→ -2.4	-2.8	1	-17	·	-6	·	-21	-0.9	1	-1.1
Cc1ccc(C(=O)NCCC(=O)N2CCC3(CC2)NCCc2[nH]cnc23)cc1C
→ 1.9	1.4	-4	7	0.0	-5	2.0	-5	0.0	-8	-0.9
Oc1c(Br)cc(CNC2CCCCC2)cc1Br
→ 0.7	0.5	0	-7	1.8	-1	1.0	-6	1.4	0	0.1
COc1ccc(-n2cc(C#N)c(=O)[nH]c2=O)cc1
→ -0.9	-5.1	5	3	-0.7	0	1.2	-10	1.2	-2	-1.1
O=C(CSc1nc(O)c(C2CCCCC2)c(=O)[nH]1)Nc1ccc(Cl)cc1
→ -1.6	3.3	6	-3	-0.4	-1	2.0	8	-0.4	1	-0.8
Cc1ccnc(NC(=O)CNC(=O)c2ccc3ccccc3c2)c1
→ -0.1	3.9	-3	-8	1.5	-3	3.0	-4	0.9	-1	-0.5
Cn1c(NC(=O)c2cc(-c3ccc4c(c3)OCO4)nc3ccccc23)cc(=O)n(C)c1=O
→ 0.8	3.5	-18	-16	2.0	-3	2.9	-7	0.6	-22	-0.1
COc1ccc2nc(SCC(=O)c3ccco3)[nH]c2c1
→ 0.9	5.3	2	-26	1.2	2	4.8	5	1.3	4	-1.2
COC(=O)C1=C[C@@H](C(=O)OC)C2C3=C(C(=O)C24CCCCC4)[C@H](C)n2c(=O)n(C)c(=O)n2[C@@H]3C1 (some centres not stated)
→ 2.8	-2.0	6	9	0.5	-5	0.7	-6	0.3	2	-1.3
C/C(=N/NC(=O)c1sc(=S)n(C)c1C)c1ccccc1
→ -1.7	1.4	-1	5	0.8	0	-1.2	2	-0.5	-1	-0.6
CCN1C(=O)[C@H]2[C@@H](c3ccc(-c4ccc(C(C)=O)cc4)c(OC)c3)N[C@@](Cc3ccccc3)(C(=O)OC)[C@H]2C1=O
→ -1.6	-1.2	-194	-34	0.0	-6	-7.6	-18	-0.3	-327	-1.5
Cc1ccc(NC(=O)CN(C)C(=O)/C=C/c2ccc3c(c2)OCO3)cc1
→ -0.9	0.1	-17	2	1.5	-28	0.4	-80	0.0	-27	-0.9
Cc1ccc(S(=O)(=O)N2CC3(O)CN(C(=O)OC(C)C)N(C(=O)OC(C)C)CC3(OC(=O)Nc3c(C)noc3C)C2)cc1 (configuration not stated)
→ -1.7	-2.9	-3	-5	0.8	-2	-3.2	-4	-0.2	0	-1.4
O=C(CC1c2ccccc2C=C(c2ccsc2)N1c1ccc(-c2cccnc2)cc1)C1CC1 (configuration not stated)
→ 0.4	1.2	-67	1	·	-25	·	-100	-0.9	-110	-1.1
Cc1cc(C)nc(SCC(=O)N2CCOCC2)n1
→ 0.3	2.6	0	6	-1.0	-1	2.1	1	1.4	1	-1.3
COc1cccc(Cn2cnc3c([N+](=O)[O-])c(C)c(C)cc32)c1
→ -2.0	-0.5	1	-14	0.3	-1	1.6	1	-0.3	-3	-1.8
C[C@H](O)[C@@H]1CN2CCc3c([nH]c4ccc(-c5ccc6c(c5)OCO6)cc34)[C@@H]2C[C@@H]1N(C)C(=O)NC1CCCCC1
→ -1.1	-1.6	-13	0	-1.9	-3	-2.2	-13	-0.9	-14	-0.9
CCC(C)(C)NC(=O)C(c1cccc(OC)c1OC)N(C(=O)CCC(=O)Nc1cc(C)on1)C(C)C (configuration not stated)
→ -0.6	-1.1	0	-4	1.1	-1	0.9	-8	0.1	-2	-0.9
Cc1ccccc1Nc1nc(N2CCOCC2)nc(N2CCOCC2)n1
→ -0.3	0.0	2	6	0.5	-2	-1.8	-5	-0.4	-7	-1.2
